GPR55 LPI antagonism: GPR55 antagonists blocking LPI-driven arrestin recruitment, primary screen, imaging, U2OS, beta-arrestin-GFP, LPI agonist (AID 2013) | G-protein coupled receptor 55 (Homo sapiens) | inhibition, % at 10 µM; hits with a dose series show IC50 in µM | 290,000 tested, 0.13% active | U2OS GPR55 beta-arrestin-GFP translocation imaging, LPI antagonism; higher % means a stronger effect;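 active = spots per cell inhibited over 60%, with over 100 cells counted and total cytoplasm intensity under 500,000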;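 also: U2OS cells stably carrying GPR55 and arrestin-GFP stimulated by 5 µM LPI near EC80; imaged beta-arrestin-GFP aggregate spots per cell after agonist stimulation; plate controls were LPI-stimulated DMSO wells for no effect and DMSO wells without LPI for full effect; some results filed as inactive read as strong as hits; confirmed hits need IC50 under 10 µM and bright autofluorescent wells are also inconclusive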
NS5 inhibitors: Dengue-2 NS5 methyltransferase inhibitors, primary screen, biochemical, confirmation dose response (AID 588689). Genome polyprotein (Dengue virus type 2 (strain 16681-PDK53)). 340,000 tested, 0.3% active. one-dose inhibition, % at 25 µM; IC50 in µM for titrated hits. Dengue-2 NS5 methyltransferase capping enzyme assay, biochemical; higher % means a stronger effect; in the data active = a potency from the dose series
UTI89 phage lysis: inhibition of K1F phage lysis, E. coli UTI89, bacterial capsule biogenesis inhibitors, alamar blue (AID 488966); one-dose inhibition, % at 100 µM; IC50 in µM for titrated hits; 340,000 tested, 0.02% active; E. coli UTI89 K1F phage lysis, alamar blue, 2 h; higher % means a stronger effect;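 active = phage lysis inhibition, versus mean bacterial control, above a set limit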;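 also: capsule biogenesis inhibitors block K1F phage lysis so surviving cells raise fluorescence; higher fluorescence means more inhibition of phage lysis; actives were called in the ten point dose series up to 300 µM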
Siah-1 displacement: Siah-1 peptide-binding antagonists, primary screen, biochemical, fluorescence polarization, rhodamine-plectin, uHTS (AID 1817); one-dose displacement, % at 20 µM; IC50 in µM for titrated hits; 290,000 tested, 0.02% active; Siah-1 / rhodamine-plectin peptide fluorescence polarization; higher % means a stronger effect;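 active = displacement of at least 50% at 20 µM, with a fluorescence ratio check between 0.3 and a set limit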;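 also: plate controls were Siah plus tracer with DMSO for no effect and tracer alone without Siah for full effect; strong numbers were not always called active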
GPR55 activation: GPR55 agonists via beta-arrestin recruitment, primary screen, imaging, U2OS cells, beta-arrestin-GFP redistribution (AID 1961); G-protein coupled receptor 55 (Homo sapiens); U2OS GPR55 beta-arrestin-GFP redistribution imaging; higher % means a stronger effect; activation, % at 10 µM; hits with a dose series show EC50 in µM; 290,000 tested, 0.048% active;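 active = activation above 40% with more than 50 cells counted in the well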;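 also: U2OS osteosarcoma cells stably expressing GPR55 and beta-arrestin-GFP; plate controls were DMSO negative control for no effect and LPI positive control for full effect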
AID2073: inhibitors of Mint1-CaV2.2 protein interaction, biochemical, HTRF (AID 2073); Voltage-dependent N-type calcium channel subunit alpha-1B (Homo sapiens); HTRF protein-protein interaction, Mint1-CaV2.2; higher % means a stronger effect; one-dose inhibition, % at 20 µM; IC50 in µM for titrated hits; 290,000 tested, 0.19% active; in the data active = inhibition mostly above about 51%, no sharp cut-off; also: some results filed as inactive read as strong as hits
HIV peptide binding: inhibitors of HIV fusion peptide binding, primary screen, biochemical, uHTS, fluorescence dequenching (AID 1986) | cell-free peptide binding, fluorescence dequenching, 30 min; higher % means a stronger effect | inhibition, % at 20 µM, or IC50 in µM where a hit was titrated | 290,000 tested, 0.3% active; in the data active = inhibition mostly above about 52%, no sharp cut-off; inactive = mostly below about 76%; also: some results filed as inactive read as strong as hits
NTR1 agonist: agonists of NTR1, primary screen, imaging, U2OS cells, beta-arrestin-GFP, high content (AID 493036) | Neurotensin receptor type 1 (Homo sapiens), P30989 | NTR1-U2OS beta-arrestin-GFP spot imaging, agonist mode | activation, % at 20 µM | 330,000 tested, 0.17% active;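 active = activation at or above 40% of the spot to cytoplasm intensity ratio, with at least 20 cells analyzed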;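 also: 0% = DMSO without peptide and 100% = 100 nM NTR1 peptide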
Target sequence (P30989 whole entry, looked up): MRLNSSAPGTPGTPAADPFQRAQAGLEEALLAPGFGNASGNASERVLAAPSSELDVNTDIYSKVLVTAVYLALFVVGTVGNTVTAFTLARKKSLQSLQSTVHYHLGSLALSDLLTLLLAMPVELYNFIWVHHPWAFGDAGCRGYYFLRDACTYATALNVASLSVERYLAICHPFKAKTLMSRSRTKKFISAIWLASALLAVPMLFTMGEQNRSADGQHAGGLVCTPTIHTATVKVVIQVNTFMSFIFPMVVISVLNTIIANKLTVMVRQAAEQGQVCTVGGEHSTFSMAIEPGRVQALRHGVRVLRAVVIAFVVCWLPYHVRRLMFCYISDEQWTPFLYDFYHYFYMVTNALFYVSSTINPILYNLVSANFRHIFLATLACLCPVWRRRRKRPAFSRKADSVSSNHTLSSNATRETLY
GPR35 arrestin U2OS: GPR35 antagonists blocking zaprinast-driven arrestin recruitment, primary screen, imaging, U2OS, beta-arrestin-GFP, zaprinast agonist (AID 2058); G-protein coupled receptor 35 (Homo sapiens); U2OS GPR35 beta-arrestin-GFP translocation imaging, zaprinast antagonism; higher % means a stronger effect; inhibition, % at 10 µM, or IC50 in µM where a hit was titrated; 290,000 tested, 0.052% active;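 active = inhibition of at least 50% with at least 30 cells and total cytoplasm GFP at most 10,000,000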
NTR1 agonist cell count 20 µM: further read-out of NTR1 agonist, marked with its call; cell count; measured here: cell count, cytotoxicity flag
NS5 inhibitors pilot replicate: further read-out of NS5 inhibitors, marked with its call; inhibition, %; measured here: pilot screen replicate inhibition
An asterisk follows results filed as active; · = no result given; [ ] = another dose, or the depositor's remark.

SMILES	GPR55 LPI antagonism	NS5 inhibitors	UTI89 phage lysis	Siah-1 displacement	GPR55 activation	AID2073	HIV peptide binding	NTR1 agonist	NTR1 agonist cell count 20 µM	GPR35 arrestin U2OS	others
O=P(COCCOCCOCCOCP(=O)(c1ccccc1)c1ccccc1)(c1ccccc1)c1ccccc1	13%	-5%	3.1%	-2%	-0.2%	-10%	-0.4%	-0.6	29	-9%
CC(=O)Nc1ccc(NC(=O)CSc2nc3c([nH]c4ccccc43)c(=O)n2-c2ccccc2F)cc1	6%	3%	0.2%	2%	-0.1%	10%	3.2%	2.2	57	-12%
COc1cnc(-c2ccccc2)[nH]c1=O	3%	10%	0.0%	4%	0.5%	9%	-1.4%	0.8	88	-12%
Cc1cc(C(=O)N(C)C)sc1-c1ccccc1	3%	-5%	6.9%	-4%	0.3%	-4%	0.0%	6.9	63	-6%
Cc1ocnc1C(=O)Nc1ccc(Cl)cc1	-10%	-5%	3.8%	2%	0.2%	-4%	-0.8%	0.4	54	10%
CCN1CCN(S(=O)(=O)c2cc(C(=O)O)ccc2Cl)CC1	22%	-2%	-0.1%	4%	0.3%	2%	-0.7%	0.5	44	2%
Cc1ccc(C2=NN(CCC(=O)NCCCN3CCOCC3)C(=O)CC2)cc1	8%	-6%	0.6%	10%	-0.1%	8%	-0.7%	0.3	59	-6%
COC(=O)c1ccccc1NS(=O)(=O)c1cn(C)c(=O)n(C)c1=O	18%	5%	0.1%	-2%	-0.1%	4%	3.0%	-1.1	60	-8%
CCN(CC)c1nc(N2CCN(C)CC2)nc2ccccc12	1%	-1%	0.5%	1%	0.2%	-1%	2.4%	0.2	53	12%
COC(=O)C(C)NC(=O)c1ccc(C(C)(C)C)cc1 (stereo unspecified)	7%	-3%	-4.1%	20%	-0.3%	5%	2.1%	0.2	45	-2%
Cc1nnc(NC(=O)CN2CCN(Cc3ccc(F)cc3Cl)CC2)s1	4%	-5%	0.2%	6%	0.0%	2%	0.6%	0.1	40	-6%
CCN1CCN(C(c2cccs2)C(C)NC(=O)c2ccccc2F)CC1 (stereo unspecified)	9%	-7%	0.1%	0%	0.3%	2%	0.4%	-0.4	60	-13%
COc1ccc(N2C(=O)/C(=C/c3cccnc3)NC2=S)cc1	3%	-8%	0.5%[50 µM]	-9%	-0.2%	-23%	0.0%	-0.4	77	0%
OCCCNC(c1ccccc1)c1ccc(O)cc1 (stereo unspecified)	10%	-4%	0.3%	11%	-0.2%	-13%	0.2%	0.1	40	-4%
CCCC(c1nnnn1Cc1ccc(OC)cc1)N1CCC(C(N)=O)CC1 (stereo unspecified)	15%	-1%	0.3%[50 µM]	0%	-0.1%	-8%	-1.6%	-0.8	74	4%
O=C(Cc1ccc(NC2=NC3CS(=O)(=O)CC3S2)cc1)NCc1ccccc1 (stereo unspecified)	4%	-3%	0.0%	3%	0.9%	-4%	1.4%	-1.5	45	-3%
COCCNC(=O)c1ccccc1NC(=O)c1ccccc1N(C)S(C)(=O)=O	6%	-5%	0.0%	2%	0.1%	-10%	1.2%	-0.7	65	0%
Cc1ccc(S(=O)(=O)NC(=O)Nc2ccc(F)cc2)cc1	-1%	1%	0.8%	4%	-0.2%	-4%	-2.8%	-0.7	88	9%	NS5 inhibitors pilot replicate=-1.5
O=C1CCCc2c1nc(-c1ccco1)n2O	2%	0%	0.7%	-1%	0.2%	42%	-4.1%	0.6	64	1%
O=c1c2ccccc2c(=O)n2n1Cc1ccccc1C2	4%	·	0.0%	-2%	-0.1%	9%	2.5%	0.0	46	2%
Cn1c(CNC(=O)CNS(=O)(=O)c2ccc(F)cc2F)cc(=O)n(C)c1=O	-2%	4%	-0.6%	-1%	-0.1%	-8%	0.9%	-0.3	52	-6%
O=C(Cc1ccc(NC2=NC3CS(=O)(=O)CC3S2)cc1)NCc1ccccc1Cl (stereo unspecified)	-12%	-3%	-3.4%	-2%	-0.1%	1%	-0.3%	-1.4	77	-12%
CN(NC(=O)c1ccccc1F)c1ncccc1[N+](=O)[O-]	-12%	-3%	7.9%	-4%	-0.2%	-6%	-0.9%	0.8	54	10%
CCOC(=O)N1CCc2c(sc3ncn(Cc4ccc(F)cc4)c(=O)c23)C1	12%	1%	0.5%	7%	2.0%	2%	-1.5%	0.6	43	-3%
O=C(c1ccccc1)N1CCN(CCc2ccccn2)CC1	-5%	-6%	0.2%	2%	-0.1%	7%	-1.1%	4.3	39	12%

Next section (two carried over from the part before).
SMILES	GPR55 LPI antagonism	NS5 inhibitors	UTI89 phage lysis	Siah-1 displacement	GPR55 activation	AID2073	HIV peptide binding	NTR1 agonist	NTR1 agonist cell count 20 µM	GPR35 arrestin U2OS	others
CCOC(=O)N1CCc2c(sc3ncn(Cc4ccc(F)cc4)c(=O)c23)C1	12%	1%	0.5%	7%	2.0%	2%	-1.5%	0.6	43	-3%
O=C(c1ccccc1)N1CCN(CCc2ccccn2)CC1	-5%	-6%	0.2%	2%	-0.1%	7%	-1.1%	4.3	39	12%
O=C(NCCN1CCCC1)c1ccccc1Cl	-4%	-7%	0.1%	5%	0.2%	10%	-1.1%	-1.9	72	3%
O=C(c1cc(S(=O)(=O)N2CCOCC2)ccc1Cl)N1CCOCC1	-2%	-2%	3.0%[50 µM]	3%	-0.2%	7%	1.0%	0.1	71	-8%
CCCCn1c(=O)[nH]c(=O)c2c1nc(-c1ccncc1)n2CCOC	2%	-8%	4.1%	0%	-0.2%	2%	-1.1%	-1.6	92	-3%
O=C(c1ccccc1-c1ccccc1)N1CCCCC1	4%	4%	2.6%	2%	-0.1%	-5%	-0.6%	-0.9	42	-3%
CCCn1nc(NC(=O)c2cccs2)c2cc3cccc(C)c3nc21	12%	·	·	-1%	-0.1%	14%	0.0%	7.2	38	-8%
Cc1ccc(NC(=O)c2cc(-c3ccco3)on2)cc1	0%	-8%	-2.0%	2%	0.0%	29%	0.8%	2.6	80	8%
Cc1cc(NC(=O)Nc2ccc(Cl)cc2)no1	-6%	-7%	-0.7%	2%	-0.2%	6%	-2.5%	3.9	58	19%
C=CCc1c(C)nc(SC)nc1Nc1ccc(C(C)=O)cc1	-8%	·	-0.4%	0%	1.0%	4%	-1.2%	1.2	58	2%
COc1ccc(Br)cc1C(=O)Nc1cccc2ncccc12	2%	-7%	-1.0%	6%	0.3%	8%	0.8%	1.3	63	-2%
CNC(=O)c1c(NC(=O)c2ccc(S(=O)(=O)N3CCCCC3C)cc2)sc2c1CCN(C)C2 (stereo unspecified)	22%	-16%	1.8%[50 µM]	10%	0.3%	5%	3.0%	1.1	65	1%
O=C(Cn1ccc2cc(S(=O)(=O)N3CCCC3)ccc21)NCCc1ccccc1	-4%	-12%	-0.3%	-2%	0.4%	7%	-0.6%	0.4	64	1%
COc1ccc(C2c3[nH]c4ccccc4c3CCN2CCCn2cccn2)c(C)c1C (stereo unspecified)	-3%	-1%	2.9%	1%	-0.2%	8%	2.2%	4.1	62	15%
O=C(c1ccc2c(=O)n(CC3CCCO3)c(=S)[nH]c2c1)N1CCN(c2ccccc2)CC1 (stereo unspecified)	20%	-5%	3.0%	0%	-0.1%	-33%	-2.4%	5.1	56	10%
CCCc1nc2c(C)cc(-c3nc4ccccc4n3C)cc2n1Cc1ccc(-c2ccccc2C(=O)O)cc1	6%	·	·	13%	-0.5%	37%	14%	5.7	54	-14%
COc1cc(/C=C2\N=C(C)OC2=O)cc(OC)c1OC	-20%	2%	-0.2%	9%	-0.2%	-9%	-0.8%	1.2	50	4%
O=c1c2cccc(Cl)c2nc2n1Cc1ccccc1-2	13%	-5%	-1.5%	6%	-0.1%	-7%	1.6%	0.5	44	-3%
CCN(CC)C(=O)CC1(c2ccccc2OC)CCOC(C(C)C)C1 (stereo unspecified)	7%	-3%	0.2%	5%	-0.1%	1%	2.6%	-0.1	82	16%
COCCn1c(SCC(=O)Nc2nnc(C)s2)nnc1-c1ccoc1C	4%	-2%	-0.1%	4%	0.5%	9%	-0.4%	-1.2	25	-16%
COc1cccc(NC(=O)CSc2nc(C)cs2)c1	-16%	4%	-0.6%[50 µM]	1%	-0.1%	7%	-1.4%	-0.1	42	3%
CC(=O)n1c(C=Nc2ccccc2)c(O)c2ccccc21	15%	-56%	0.3%	-4%	0.6%	-8%	-0.8%	-2.3	80	9%
COc1cccc(OCC(=O)NNC(=O)C(=O)Nc2ccc(OC)cc2OC)c1	7%	0%	-0.3%	-8%	0.0%	11%	-1.9%	1.3	57	13%
COc1ccc(C(=O)Nc2cccc3c2CCCC3)cc1	2%	-7%	0.3%	4%	-0.2%	2%	-1.0%	-0.6	58	-8%
CCOC(=O)Cn1cnc2sc(C(=O)OC)c(C)c2c1=O	17%	-9%	0.2%	8%	0.2%	-1%	0.5%	1.4	57	3%
Cc1ccc(NC(=O)CNC(C)c2ccccc2)cc1 (stereo unspecified)	1%	-8%	0.1%	1%	0.0%	-12%	0.1%	-0.1	108	-4%
O=C1CCCC/C1=C/Nc1ccc2c(c1)OCO2	13%	44%	0.1%	-1%	0.1%	-19%	3.9%	0.0	50	5%	NS5 inhibitors pilot replicate=-3.3
O=C(O)c1cccc(-n2c(/C=C/c3ccc([N+](=O)[O-])cc3)nc3ccccc3c2=O)c1	0%	0%	0.1%	-9%	-0.2%	4%	3.4%	0.5	31	1%

4 compounds out of the list, sorted by heavy-atom count, smallest number first:
SMILES	GPR55 LPI antagonism	NS5 inhibitors	UTI89 phage lysis	Siah-1 displacement	GPR55 activation	AID2073	HIV peptide binding	NTR1 agonist	NTR1 agonist cell count 20 µM	GPR35 arrestin U2OS	others
COc1cccc(NC(=O)CSc2nc(C)cs2)c1	-16%	4%	-0.6%[50 µM]	1%	-0.1%	7%	-1.4%	-0.1	42	3%
Cc1ccc(NC(=O)CNC(C)c2ccccc2)cc1 (stereo unspecified)	1%	-8%	0.1%	1%	0.0%	-12%	0.1%	-0.1	108	-4%
O=C(Cc1ccc(NC2=NC3CS(=O)(=O)CC3S2)cc1)NCc1ccccc1Cl (stereo unspecified)	-12%	-3%	-3.4%	-2%	-0.1%	1%	-0.3%	-1.4	77	-12%
O=C(O)c1cccc(-n2c(/C=C/c3ccc([N+](=O)[O-])cc3)nc3ccccc3c2=O)c1	0%	0%	0.1%	-9%	-0.2%	4%	3.4%	0.5	31	1%

Assay outcomes: PubChem BioAssay, several laboratories
